Source: PubChem
BAZ2B block: inhibitors of human BAZ2B bromodomain | AlphaScreen BAZ2B-H3K14Ac peptide displacement | 360,000 compounds, 4.4% hits | Q9UIF8 | Potency, µM (series often up to 114 µM), for the others: at the highest dose activity change, negative = inhibition, hits mostly inhibitors; also: % is scaled to controls: 0 for no effect and ±100 for the full control effect; nearly all actives have a fitted effect of over 60% in size
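AlphaScreen displacement of biotin-H3(5-23)K14Ac peptide (50 nM final) from BAZ2B (50 nM final) in PBS pH 7.4, 0.01% Tween-20; complex preformed 30 min RT, then compounds (top 110 uM) 30 min RT, beads 20 min dark.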
JMJD2A Tudor: JMJD2A Tudor domain (human) inhibition | O75164 | AlphaScreen JMJD2A-Tudor / H3K4me3 peptide binding | Potency, µM (top dose mostly 114 µM), for inactives: at the highest dose activity change, negative = inhibition, usual class: inhibitors | 390,000 compounds, 4.4% hits; also: % is scaled to controls: 0 for no effect and ±100 for the full control effect; nearly all actives have a fitted effect of over 50% in size
Target sequence (O75164 whole entry, looked up, the tested form may be a part): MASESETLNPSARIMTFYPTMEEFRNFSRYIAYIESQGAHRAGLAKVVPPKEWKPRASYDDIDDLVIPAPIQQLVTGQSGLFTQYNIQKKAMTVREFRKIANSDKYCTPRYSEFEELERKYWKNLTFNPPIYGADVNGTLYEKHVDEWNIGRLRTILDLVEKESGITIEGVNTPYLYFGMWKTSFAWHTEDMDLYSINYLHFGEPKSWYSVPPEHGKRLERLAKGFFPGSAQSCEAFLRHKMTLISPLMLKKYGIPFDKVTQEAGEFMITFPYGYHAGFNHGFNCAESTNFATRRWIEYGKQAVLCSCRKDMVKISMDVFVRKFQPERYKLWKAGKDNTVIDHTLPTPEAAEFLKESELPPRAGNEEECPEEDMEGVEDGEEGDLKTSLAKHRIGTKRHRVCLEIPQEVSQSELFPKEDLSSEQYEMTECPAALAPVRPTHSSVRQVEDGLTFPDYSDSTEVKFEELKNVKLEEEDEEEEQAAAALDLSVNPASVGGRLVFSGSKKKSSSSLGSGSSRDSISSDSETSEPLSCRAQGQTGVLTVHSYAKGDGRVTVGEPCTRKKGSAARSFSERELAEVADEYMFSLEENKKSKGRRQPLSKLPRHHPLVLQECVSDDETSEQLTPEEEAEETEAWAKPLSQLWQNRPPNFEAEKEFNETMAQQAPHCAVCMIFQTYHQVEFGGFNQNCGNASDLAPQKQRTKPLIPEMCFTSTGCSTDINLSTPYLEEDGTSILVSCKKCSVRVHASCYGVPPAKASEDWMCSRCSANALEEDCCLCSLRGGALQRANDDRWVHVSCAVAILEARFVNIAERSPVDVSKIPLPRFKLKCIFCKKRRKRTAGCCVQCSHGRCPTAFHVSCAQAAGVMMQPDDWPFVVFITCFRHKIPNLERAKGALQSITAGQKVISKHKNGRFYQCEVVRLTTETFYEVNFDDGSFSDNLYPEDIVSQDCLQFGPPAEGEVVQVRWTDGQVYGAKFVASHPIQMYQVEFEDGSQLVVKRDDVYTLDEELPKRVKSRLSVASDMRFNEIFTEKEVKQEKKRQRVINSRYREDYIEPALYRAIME
Pin1 inh: human Pin1 inhibition; Q13526; Pin1 FP peptide displacement, HiFluor488, 10 min; Potency, µM (top dose mostly 115 µM), for the others: at the highest dose activity, negative = inhibition, most hits filed as inhibitors; 390,000 compounds, 0.009% hits; active = well fitted inhibition curve with a large enough effect in the polarisation, with a control signal flat, not every such curve was filed as active; inconclusive = small, poorly fitted or top-dose-only effect, or effect the other way, or a change in a side signal; inactive = no such curve, though single readings can be large or run the other way; the % refers to the polarisation; also: % is scaled to controls: 0 for no effect and ±100 for the full control effect
G9a inh: G9a (human) methyltransferase inhibition; Q96KQ7; G9a H3K9 monomethylation, AlphaScreen, 2 h; Potency, µM (highest dose often 102 µM), inactives show top-dose activity, negative = inhibition, actives largely listed as inhibitors; 350,000 compounds, 8.8% hits; also: % is scaled to controls: 0 for no effect and ±100 for the full control effect; nearly all actives have a fitted effect of over 75% in size
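Compounds were preincubated with 20 nM G9a for 15 min, after which biotinylated H3K9 peptide (500 nM) and SAM (20 uM) started a 2 h room-temperature reaction. Monomethylated product was quantified by antibody-based AlphaScreen chemiluminescence.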
HP1b binding inh: blocks HP1-beta chromodomain binding to methylated histone tails; AlphaScreen HP1-beta / biotin-H3K9me3 peptide binding; 390,000 compounds, 0.56% hits; P83916; AID 540317; Potency, µM (series often up to 114 µM), inactives show at the top dose activity change, negative = inhibition, usual class: inhibitors; also: nearly all actives have a fitted effect of over 70% in size; inactives centre near 23
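AlphaScreen: HP1-beta (50 nM) preformed 30 min with biotin-H3(1-18)K9me3 peptide (50 nM) in PBS pH 7.4, 0.01% Tween-20. Compound added for 30 min at RT, then streptavidin donor/nickel chelate acceptor beads (10 ug/mL) for 30 min.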
GLS inhibitor: glutaminase GLS (human) inhibition; O94925; GLS enzymatic activity, qHTS titration; Potency, µM (top dose mostly 45.5 µM), for inactives: at the top dose activity change, negative = inhibition, usual class: inhibitors; 410,000 compounds, 0.21% hits; also: % is scaled to controls: 0 for no effect and ±100 for the full control effect
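Compounds were pin-transferred onto hKGA, after which L-glutamine (1 mM solution) and a detection mix of glutamate oxidase, HRP and Amplex Red were added. Initial and 30 min RT fluorescence reads were collected.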
PGK inhibitor: blocks T. brucei phosphoglycerate kinase; P07378; PGK/GAPDH coupled, Kinase-Glo luminescence, 60 min; Potency, µM (highest dose often 57.5 µM), for the others: at the highest dose activity change, negative = inhibition, actives largely listed as inhibitors; 380,000 compounds, 0.043% hits; AID 602233; also: % is scaled to controls: 0 for no effect and ±100 for the full control effect; nearly all actives have a fitted effect of over 60% in size
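Recombinant glycosomal PGK reaction used 1,3-bisphosphoglycerate generated in-well by GAPDH (100nM final) in 100mM TEA pH 7.6, 5mM MgCl2, 0.01% Tween-20. After 60 minutes at room temperature, ATP was read by Kinase-Glo Plus luminescence end-point.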
Pol iota inh: blocks human DNA polymerase iota activity | Q9UNA4 | Pol iota fluorescent replication assay, 10 min | Potency, µM (titrated, usually from 115 µM), inactives show top-dose activity, negative = inhibition, usual class: inhibitors | 390,000 compounds, 1% hits | AID 588590
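Pol iota at 10 nM preincubated 15 min with compounds at room temperature; reaction started with fluorescent substrate, 50 nM final. Fluorescence read kinetically at 0 and 10 min; buffer-only wells as negative control.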
BLM inh: blocks DNA unwinding by human BLM helicase; P54132; recombinant BLM DNA unwinding, fluorescence dequenching; Potency, µM (top dose mostly 56.1 µM), for inactives: at the top dose activity change, negative = inhibition, hits mostly inhibitors; 350,000 compounds, 0.2% hits; AID 2528;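 also: plate controls were vehicle for no effect and no enzyme for full effect; nearly all actives have a fitted effect of over 35% in size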
Starred values were filed as active, the others as inactive; i = inactive; ? = inconclusive; · = no result given; & = joins results of further samples; [ ] = remark or other dose. Unless noted, calls follow the shape of the dose curve; as a rule, active = well fitted curve in the direction sought with a large enough effect; inconclusive = small, poorly fitted or top-dose-only effect, or another doubt; inactive = no such curve, though single readings can be large; an effect the other way counts as inactive or inconclusive. Potency is read from the fitted curve at half-maximal effect. A portion of the library; rates above refer to the full screens.

no.	structure	BAZ2B block	JMJD2A Tudor	Pin1 inh	G9a inh	HP1b binding inh	GLS inhibitor	PGK inhibitor	Pol iota inh	BLM inh
1	O=C(NCCNc1ccc([N+](=O)[O-])cc1C(F)(F)F)c1ccccc1	-21.5%	-29.0%	2.9%	2.1%[59 µM]	8.1%	9.4%	-14.5%	-4.3%	-7.1%
2	O=C(NCc1ccccc1)c1cnsn1	-3.2%	-15.2%	2.6%	7.9%[12.7 µM]	48.1%[activator]	1.4%	i	-13.2%[58.9 µM]	-9.3%
3	CCN1CCN(c2nc3c(c(=O)n(C)c(=O)n3C)n2CCSc2nccc(C)n2)CC1	7.5%	-13.4%	2.1%	14.7%[59 µM]	20.4%	11.5%	2.5%	9.3%	2.6%
4	CCOC(=O)C1=C(O)/C(=C\c2cccc(OC)c2)N=C1C	5.6%	-9.9%	4.7%	-24.5%	9.2%	12.4%	-7.3%	4.5%	-1.2%
5	O=C1CN(C(=O)COc2ccc(Cl)cc2)C(c2ccc(F)cc2)c2cc(Br)ccc2N1 (stereo unspecified)	-3.5%	-27.6%	23.1%	1.3%[59 µM]	12.9%	0.6%	-5.4%	2.8%	-15.7%
6	O=C(COCc1cc(-c2cccs2)on1)Nc1cc(Cl)ccc1O	0.5%	-17.2%	3.9%	5.2%[59 µM]	16.2%	5.3%	2.4%	-8.9%	-2.0%
7	CCOc1ccc(NC(=O)CC2C(=O)N(c3ccccc3)C(=O)N2CCc2ccc(OC)cc2)cc1 (stereo unspecified)	-12.9%	-13.9%	18.4%	8.4%[59 µM]	36.0%	-1.5%	-3.4%	15.6%	-11.3%
8	CC1(c2ccc(Cl)cc2)NC(=O)N(CC(=O)Nc2ccc(N3CCCCC3)cc2)C1=O (stereo unspecified)	?	?	8.4%	50.1µM*	-23.5%	0.3%	i	55.9%[activator]	·
9	CCc1oc(C(=O)O)cc1COC	?	?	-1.5%	44.7µM*	6.9%	?	-19.6%	?	3.1%
10	CCCC(=O)c1c[nH]c(C(=O)N2CCOCC2)c1	-6.5%	-18.5%	4.2%	23.6%	13.8%	2.6%	-4.7%	127.1%[activator]	-0.2%
11	COc1ccccc1Oc1ccc(S(=O)(=O)N2CCOCC2)cc1S(=O)(=O)N1CCOCC1	8.1%	-16.3%	1.2%	18.9%[59 µM]	13.9%	-0.1%	i	-3.5%	0.3%
12	CC(C)C(=O)NNC(=O)c1cc2sccc2s1	-3.4%	-10.6%	10.1%	·	34.5%	16.0%	0.3%	-17.1%	-16.9%
13	Nc1nc(N)nc(C2C=CCCC2)n1 (stereo unspecified)	·	-7.6%	6.8%	·	25.1%[57 µM]	-2.6%	3.6%	-5.8%	·
14	Cc1cccc(-c2nc(CN3CCCC(C(=O)NC4CCCCCC4)C3)c(C)o2)c1 (stereo unspecified)	?	-28.1%	4.8%	22.5%[59 µM]	5.3%	-0.6%	-9.3%	-4.1%	-2.1%
15	Cc1ccnc(Nc2nc(-c3ccc(F)cc3)cs2)c1	-38.3%	-25.5%	3.7%	?	30.3%	-13.8%	-5.4%	58.6%[activator]	-8.2%
16	C/C=C/c1ccc(OCCCCOc2ccccc2F)c(OC)c1	185.8%[activator]	75.5%[activator]	-2.5%	69.7%[activator][59 µM]	188.3%[activator]	2.1%	1.2%	-6.5%	-3.9%
17	C=CCN(CC=C)Cc1c(O)ccc2c1oc(=O)c1ccccc12	·	8.91µM*	?	·	?	-2.8%	·	?	·
18	COc1ccc(CNC(=S)NC2CCCC2)cc1	3.7%	-2.0%	1.4%	3.5%	29.1%	-5.0%	-4.2%	2.1%	4.8%
19	COc1ccc(S(=O)(=O)N2CCCCCC2)cc1C(=O)N(C)CCOc1ccccc1	-4.3%	-17.2%	-1.4%	-23.4%	35.3%	-15.6%	-0.9%	14.1%	·
20	O=C(OCn1nnc2ccccc2c1=O)c1ccc2ncsc2c1	-17.3%	-3.6%	-4.9%	-8.3%[59 µM]	42.5%[activator]	-29.8%	-0.8%	14.6%	-0.8%
21	O=C(Cc1ccsc1)Nc1ccc(Cl)cc1Cl	4.8%	5.3%	6.0%	21.2%	38.0%	4.5%	4.4%	1.2%	-2.4%
22	CCOc1ccc(CCNC(=O)c2ccc(CS(=O)Cc3cccc(Cl)c3)o2)cc1 (stereo unspecified)	-12.4%&-26.9%	-24.9%	-2.6%&-0.4%	6.1%	-14.6%&14.5%	5.1%&-5.8%	-8.8%&-2.2%	10.3%&-1.6%	-2.3%&-7.7%
23	Cc1cc2oc(=O)cc(CN3CCCc4ccccc43)c2cc1C	-31.4%	-16.8%	54.6%[activator]	8.91µM*	36.5%	0.8%	-4.5%	8.6%	-0.5%
24	O=C(CN1CCN(c2ccccn2)CC1)Nc1ccc(F)c(F)c1	11.4%	-22.0%	0.6%	-0.4%	67.3%[activator]	4.3%	-2.2%	21.8%	-11.1%
25	O=C(CN(C(=O)CCC(=O)Nc1nccs1)c1ccc(F)c(Cl)c1)NCc1ccco1	1.1%	-7.8%	1.9%	26.7%[59 µM]	26.1%	-5.8%	i	6.3%	-5.7%
26	O=C1CC(C(=O)N(c2ccc(F)cc2)C(C(=O)NC2CCCC2)c2ccccn2)CS1 (stereo unspecified)	-0.3%	-7.9%	-3.2%	11.9%[59 µM]	20.6%	-6.2%	-0.6%	22.0%	4.5%
27	Cc1ccc(Cl)cc1N1CCN(C(=O)CCNS(=O)(=O)c2ccc3c(c2)CCN3C(=O)C2CC2)CC1	0.3%	-22.6%	55.4%[activator]	-4.0%[59 µM]	6.6%[57 µM]	-12.5%	-2.1%	-5.9%	-2.7%
28	Cc1ccc(S(=O)(=O)NC(C)C(=O)OCC(=O)N(C)c2ccccc2)cc1 (stereo unspecified)	3.2%	-1.6%	-2.5%	13.1%[12.7 µM]	37.0%	-0.3%	-7.1%	9.1%	·
29	C=CCn1c(SCC(=O)OCC)nc(C(F)(F)F)cc1=O	-1.0%	0.7%	-0.4%	-6.5%	22.0%	2.3%	2.1%	-12.1%	-3.7%
30	COc1cc(S(=O)(=O)NCc2ccncc2)c(OC)cc1C	-19.2%	-12.7%	-6.0%	5.1%	-10.3%	6.8%	-2.4%	64.5%[activator]	0.6%
31	O=C(COCc1cc(-c2ccco2)on1)Nc1cccc(Cl)c1Cl	24.8%	15.5%	4.0%	?	1.1%	2.0%	-14.2%	-13.1%	-7.3%
32	CC(C)(C)C(=O)NC1CC2CCCC(C1)N2C(=O)Nc1cccc(Cl)c1 (stereo unspecified)	3.8%	-10.6%	0.3%	40.3%	47.4%[activator]	-2.8%	i	?	2.2%
33	COCCSc1nc2sc3c(c2c(=O)n1-c1ccccc1)CCN(C)C3	-3.9%	-19.0%	21.7%	?	-14.9%	-6.0%	1.5%	15.4%	-6.5%
34	CCN(CC)CCOc1ccc(C=NNc2nc3c([nH]2)c(=O)n(C)c(=O)n3C)cc1	·	-18.6%	?	·	12.3%[57 µM]	2.9%	-3.1%	-25.7%	·
35	O=C1CC(Nc2ccc(N3CCOCC3)cc2)C(=O)N1CCc1ccccc1 (stereo unspecified)	-5.3%	-19.2%	0.6%	-11.2%[59 µM]	11.0%	25.6%	2.9%	13.5%	-6.8%
36	CN(C)S(=O)(=O)N(CC(=O)NCCSc1ccccc1)c1ccccc1	0.0%	-6.9%	0.2%	-2.0%[59 µM]	21.0%	0.8%	-7.7%	9.9%	-1.3%
37	CCCCn1c(N)c(N(CC)C(=O)C2CCCC2)c(=O)[nH]c1=O	-3.9%	-12.9%	1.3%	8.4%[12.7 µM]	34.2%[activator]	2.5%	-8.5%	53.5%	·
38	COc1ccc2[nH]c3nc(SC(C)C)nnc3c2c1	?	-14.9%	-1.5%	3.7%	21.7%	7.7%	6.2%	41.2%[activator]	7.1%
39	CC(NC(=O)c1cc(S(=O)(=O)N(C)C)ccc1Cl)c1ccc(-n2ccnc2)cc1 (stereo unspecified)	-15.6%	-23.3%	3.6%	109.0%	27.5%	-1.3%	1.7%	-0.1%	0.9%
40	Cc1ccc(-n2nc(C(=O)O)c3ccccc3c2=O)cc1C	-10.7%	-5.5%	0.5%	-31.3%[59 µM]	29.8%	0.2%	-7.1%	6.3%	-9.4%
41	CCOC(=O)NC(NC(=S)Nc1ccc(OCC)cc1)C(Cl)(Cl)Cl (stereo unspecified)	1.3%	-6.1%	5.9%	25.4%[59 µM]	-8.5%	4.0%	8.4%	23.5%	-0.6%
42	CC(C)NC(=O)COC(=O)c1ccc(NS(=O)(=O)c2ccc3c(c2)OCCO3)cc1	0.9%	?	1.4%	-26.5%[59 µM]	34.6%[activator]	4.2%	0.1%	5.1%	-0.5%

One compound at a time (already shown):
Entry for COc1ccc(CNC(=S)NC2CCCC2)cc1 = BAZ2B block: 3.7%; JMJD2A Tudor: -2.0%; Pin1 inh: 1.4%; G9a inh: 3.5%; HP1b binding inh: 29.1%; GLS inhibitor: -5.0%; PGK inhibitor: -4.2%; Pol iota inh: 2.1%; BLM inh: 4.8%
Entry for CC(C)C(=O)NNC(=O)c1cc2sccc2s1 = BAZ2B block: -3.4%; JMJD2A Tudor: -10.6%; Pin1 inh: 10.1%; G9a inh: ·; HP1b binding inh: 34.5%; GLS inhibitor: 16.0%; PGK inhibitor: 0.3%; Pol iota inh: -17.1%; BLM inh: -16.9%
